Assay outcomes: PubChem BioAssay, several laboratories
PolyA inhibitor: polyadenylation inhibitors in yeast reporter cells, primary screen, luminescence, S. cerevisiae | S. cerevisiae SKY197-pL101 polyadenylation reporter, beta-gal luminescence; efflux-impaired pdr1/pdr3 knockout yeast; score 100 = 6 SD above DMSO | calls only at 12 µM | 300,000 tested, 0.02% active | AID 1875, 2009;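 active = lowest replicate activity score at least 50, where 100 means six control SD above control mean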;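 also: yeast exposed to compound for 9 h at 30 °C; higher score means more reporter readthrough which indicates perturbed polyadenylation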
HSF1 activator: HSF-1 activators, primary screen, NIH3T3-HGL cells, MG132 stress, luminescence, single point. 300,000 tested, 1.7% active. activation, % at 9 µM. NIH3T3-HGL HSF-1 luciferase reporter, 8 h; 100% = twice DMSO control signal;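 active = mean replicate activation of at least 50% with a set share of replicates each reaching 50%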;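 also: 0% = median of the neutral control wells and 100% = twice that signal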
HSF1 inh: HSF1 inhibitors in luciferase reporter cells, primary screen, cell-based, NIH3T3, luminescence | NIH3T3-HGL HSE-luciferase, MG132-induced, luminescence 8 h; stronger effect = lower value | 300,000 tested, 0.77% active | activity change, negative = inhibition, % at 7.5 µM (by protocol);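 active = more than half of replicate wells show activity change below -50%, luminescence cut by over half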;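 also: luciferase reports HSF-1 transcriptional activity via heat shock element; 0% = median of DMSO wells and -100% = zero luminescence signal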
HSP90 inh: HSP90 inhibitors, primary screen, cell lysate, luminescence | AID 1789, 2009 | 290,000 tested, 0.91% active | Rabbit reticulocyte lysate, luciferase refolding luminescence, 3 h | inhibition, % at 5.6 µM | Heat shock protein HSP 90 (rabbit reticulocyte lysate; luciferase refolding);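 active = inhibition above the screen-wide mean plus 3 SD, computed separately per campaign, cut at about 16% in these data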;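 also: 0% = DMSO wells and 100% = 60 µM geldanamycin wells; inhibitors lower the luminescence because luciferase stays unfolded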
Platelet DG rel: inhibitors of platelet dense granule secretion, primary screen, cell-based, MLPCN, human platelets; human platelet-rich plasma, SFLLRN dense granule ATP release, luminescence; inhibition, %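 (compounds screened at 7.5 µM in platelet-rich plasma)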; 300,000 tested, 0.22% active;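 active = mean replicate score, as percent of positive control, at or above 50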
HDAC3 inhib: HDAC3 deacetylase inhibitors, primary screen, biochemical, fluorescence, cell-free homogeneous; inhibition, % at 8.3 µM; recombinant HDAC3, fluorogenic peptide/trypsin coupled; 320,000 tested, 0.15% active; AID 2718, 2010; in the data active = inhibition above about 26%, passing the limit was not always enough
GSK3beta inhib: human GSK3beta kinase inhibitors, primary screen, biochemical, cell-free homogeneous, HTS; activity score (negative = inhibition), % at 10 µM; 300,000 tested, 0.038% active; Glycogen synthase kinase-3 beta (Homo sapiens), P49841; GST-GSK3beta kinase, ADP-Glo luminescence, 60 min; stronger effect = lower value;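 active = more than half of replicate wells score below -50%, meaning over 50% inhibition versus plate controls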;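 also: 0% = median DMSO wells and -100% = median GW8510 positive control wells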
Target sequence (P49841 whole entry, looked up): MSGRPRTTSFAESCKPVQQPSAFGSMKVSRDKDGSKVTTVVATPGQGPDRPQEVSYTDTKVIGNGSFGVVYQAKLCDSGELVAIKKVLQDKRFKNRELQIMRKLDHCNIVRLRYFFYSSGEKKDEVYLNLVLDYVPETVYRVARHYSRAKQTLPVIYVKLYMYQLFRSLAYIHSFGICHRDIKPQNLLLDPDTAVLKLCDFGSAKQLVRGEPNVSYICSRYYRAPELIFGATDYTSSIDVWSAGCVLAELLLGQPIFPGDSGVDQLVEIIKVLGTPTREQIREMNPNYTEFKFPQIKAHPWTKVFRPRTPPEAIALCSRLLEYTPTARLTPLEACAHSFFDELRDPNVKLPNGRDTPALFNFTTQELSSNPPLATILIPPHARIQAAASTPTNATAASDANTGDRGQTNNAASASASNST
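Assay system: GST-tagged human GSK3beta kinase, cell-free; Input: 1.6 ng GSK3beta; Medium: Tris/MgCl2 kinase buffer; Timing: 60 min enzyme reaction, room temperature; Signal: ADP-Glo luminescence quantifying ADP generated by kinase; Evaluation: score relative to plate controls; Benchmarks: DMSO neutral wells and GW8510 at 20 µM as positive.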
DYRK1A inh: rat Dyrk1A kinase inhibitors, primary screen, biochemical, single point, plate reader. Dual specificity tyrosine-phosphorylation-regulated kinase 1A (Rattus norvegicus), Q63470. ADP-Glo luminescence, NFATc1 peptide. inhibition, % at 12.5 µM. 310,000 tested, 0.43% active; in the data active = inhibition above about 50%;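 also: plate controls were vehicle with enzyme for no effect and no enzyme for full effect; many of its hits are not listed in these tables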
GSK3 alpha inh: blockers of GSK3A enzyme activity – biochemical, luminescence, cell-free homogeneous, HTS, primary screen; Glycogen synthase kinase-3 alpha (Homo sapiens), P49840; GSK-3 alpha kinase, ADP-Glo luminescence, 60 min; inhibition, % at 10 µM; 320,000 tested, 0.1% active; AID 2650, 2010;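 in the data active = inhibition above about 50%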;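 also: GST-tagged GSK-3 alpha with peptide substrate and 25 µM ATP; 0% = DMSO neutral wells and 100% = GW8510 positive control wells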
Target sequence (P49840 whole entry, looked up): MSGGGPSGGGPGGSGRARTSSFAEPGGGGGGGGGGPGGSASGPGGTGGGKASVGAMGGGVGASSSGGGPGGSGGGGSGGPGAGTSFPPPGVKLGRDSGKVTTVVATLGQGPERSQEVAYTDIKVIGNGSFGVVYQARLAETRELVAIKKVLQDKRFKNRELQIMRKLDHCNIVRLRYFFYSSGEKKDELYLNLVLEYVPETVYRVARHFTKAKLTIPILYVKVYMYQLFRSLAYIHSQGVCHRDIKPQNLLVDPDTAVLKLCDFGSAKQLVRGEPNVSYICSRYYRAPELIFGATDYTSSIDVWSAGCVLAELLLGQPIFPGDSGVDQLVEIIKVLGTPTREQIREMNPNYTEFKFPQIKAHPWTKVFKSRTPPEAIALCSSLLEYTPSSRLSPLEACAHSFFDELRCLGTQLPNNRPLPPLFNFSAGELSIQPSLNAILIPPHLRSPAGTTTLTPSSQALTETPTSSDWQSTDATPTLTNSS
AI-2 QS modul: Vibrio harveyi AI-2 quorum sensing modulators, primary screen, JMH597 strain, luminescence/OD600 ratio | Vibrio harveyi JMH597 AI-2 luminescence/OD600 ratio, 9 h; stronger effect = lower value; strain lacks LuxN and CqsS sensors; 0 = neutral-control median | activity change, % at 7.5 µM | 300,000 tested, 0.4% active | AID 2094, 2009; in the data active = activity change below about -75%, passing the limit was not always enough;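 also: luminescence divided by OD600 gain over 9 h not by final OD600 alone; inactives centre near 13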
* hit, by the source's call; i = inactive; · = not tested or not shown.

SMILES | PolyA inhibitor | HSF1 activator | HSF1 inh | HSP90 inh | Platelet DG rel | HDAC3 inhib | GSK3beta inhib | DYRK1A inh | GSK3 alpha inh | AI-2 QS modul
Cc1cccc(C)c1OCC(=O)N=Nc1c(O)[nH]c2ccc(Br)cc12 | · | -7 | -13 | 4 | 0 | 2 | 0 | 1 | 1 | 11
Cc1cccc(NC(=O)CCn2c(=O)oc3ccccc32)c1 | i | 30 | 17 | -4 | 9 | 3 | -1 | 0 | 0 | 6
O=C(c1csc2c1CCCC2)N1CCN(c2ncccn2)CC1 | i | -18 | 2 | 1 | -6 | -1 | 5 | -3 | -1 | 19
O=C1COc2ccc(S(=O)(=O)Nc3ccc4c(c3)OCO4)cc2N1 | i | -2 | -5 | 2 | 4 | -2 | 1 | -2 | 0 | -69
COC(=O)c1cc(OC)c(OC)cc1NC(=O)c1ccc(C)o1 | i | 6 | -9 | 4 | 8 | 6 | -1 | 9 | -4 | 19
COc1ccc(-c2coc3cc(OC(=O)N4CCOCC4)ccc3c2=O)cc1 | i | 35 | 5 | -1 | -11 | · | -1 | -10 | 3 | 24
Cc1cc(O)ccc1Nc1nc(-c2cccs2)cs1 | i | -6 | -1 | 7 | 14 | 4 | -1 | 1 | 1 | -16
CCOc1ccc(/C=N/NC(=O)c2c(C)n(C)c3ccc(OC)cc23)cc1 | i | -3 | -2 | 3 | 2 | 1 | 1 | 1 | -2 | 13
COc1ccc(/C=C(\NC(=O)c2ccc(OC)cc2)C(=O)NC(CCSC)C(=O)O)cc1 (centres undefined) | i | -17 | -5 | 1 | 8 | 4 | -1 | 3 | -1 | 11
COc1cccc2cc(/C(C)=N/Nc3nc(-c4cc(C)ccc4C)cs3)c(=O)oc12 | i | 9 | 4 | 5 | 0 | 3 | 2 | -3 | 1 | 42
COc1ccc(S(=O)(=O)N2CCC(C(=O)Nc3ccc(F)cc3)CC2)c2cccnc12 | i | -5 | -5 | -1 | 6 | 5 | 2 | -2 | 1 | 7
COc1cc(NC(=O)C2=C(N3CCOCC3)/C(=C\c3ccc(Cl)cc3Cl)CC2)cc(OC)c1OC | i | 9 | 12 | 11 | 7 | 2 | -8 | -3 | -2 | 9
CC(C(=O)NNS(=O)(=O)c1cccc(C(F)(F)F)c1)n1nnc(N2CCOCC2)n1 (centres undefined) | i | -4 | -4 | 4 | -12 | 3 | -2 | -5 | 17 | 17
CC1CCCCC12NC(=O)N(CC(=O)Nc1sc3c(c1C(N)=O)CCC3)C2=O (centres undefined) | i | 2 | 3 | 3 | -1 | -2 | -3 | 1 | 58* | 23
Cc1ccc(N2C(=O)c3ccc(C(=O)N4CCN(c5ccccc5F)CC4)cc3C2=O)cc1 | i | -2 | 0 | -1 | -1 | · | 5 | 9 | -2 | 36
CCN1C(=O)/C(=C2/Sc3ccccc3N2CC)S/C1=N\c1ncn[nH]1 | i | 5 | -4 | -2 | -6 | -4 | -1 | 61* | 11 | 14
Cc1ccc(NC(=O)/C(=C/c2cccc(Br)c2)NC(=O)c2ccco2)cc1 | i | 36 | 15 | 3 | 3 | 2 | -5 | -4 | -1 | 5
COc1ccc(OCCSc2nc(N)cc(=O)[nH]2)cc1 | i | -2 | -1 | 2 | -6 | 2 | -2 | 5 | 0 | 68
CCOC(=O)N1CCC(N(CCOC)C(=O)Nc2ccc(Cl)cc2)CC1 | i | · | · | -2 | -10 | -4 | -4 | 3 | -4 | 4
Cc1ccc(Cl)cc1NC(=S)N(CCCN1CCOCC1)Cc1ccco1 | i | 5 | -3 | 1 | -5 | 1 | 0 | -6 | -3 | 21
Cc1cc(C)n2nc(SCC(=O)c3ccc[nH]3)nc2n1 | i | 2 | -1 | 5 | -4 | 5 | 3 | -4 | 2 | 31
O=S1(=O)CCOCCCN1Cc1ccccc1 | i | 3 | 0 | -3 | -1 | 0 | -6 | 4 | -1 | 22
NC(=O)Nc1ccc(C(=O)OCC(=O)N(Cc2ccccc2)C2CCS(=O)(=O)C2)cc1 (centres undefined) | i | -20 | -20 | 1 | -6 | -2 | -2 | -1 | -1 | 29
O=C(CNc1ccccc1)NNC1=NCCC1 | i | -2 | -12 | 3 | 0 | 2 | 0 | -2 | · | 14
O=C(O)CSCC(=O)Nc1ccc(Cl)cc1C(F)(F)F | i | 1 | -1 | 2 | -5 | 3 | 1 | 3 | 2 | 8
CCc1nnc(NC(=O)C(=O)NCCOC(=O)c2ccccc2)s1 | i | -14 | -9 | 5 | -8 | · | 1 | · | -3 | 44
CC(C)[C@H](NC(=O)c1ccc(C(C)(C)C)cc1)C(=O)Nc1nnc(C2CC2)s1 | i | -6 | -11 | 4 | -1 | 0 | 0 | 2 | 1 | 35
CCCCNC(=O)N(C)c1nncnc1C(=O)NC | i | -4 | -2 | 4 | · | -6 | -1 | 17 | -1 | 20
O=C1c2cccc3cccc(c23)C(=O)N1c1ccc(O)cc1 | i | 2 | 1 | -2 | -10 | -3 | -1 | 0 | 0 | 16
O=C(Cn1c(-c2ccco2)nc2ccccc21)N1CCCCC1 | i | 5 | 0 | 2 | 5 | -7 | 1 | 7 | -1 | 4
O=C(N/N=C/c1ccccn1)c1[nH]c2ccc([N+](=O)[O-])cc2c1-c1ccccc1 | i | -9 | -11 | 0 | 4 | 8 | 1 | · | 2 | 39
COc1ccc(-c2cc(C(=O)N/N=C/c3cccnc3)c3ccccc3n2)c(OC)c1 | i | 5 | 3 | · | 9 | 5 | 2 | · | -2 | -5
CCOc1ccc(NC(=O)CS(=O)(=O)c2cn(CC)c3ccccc23)cc1 | i | -5 | -12 | -3 | 1 | -1 | -1 | 8 | -2 | 26
O=C(NCc1ccco1)C(=O)NCC1OCCCN1S(=O)(=O)c1ccccc1 (centres undefined) | i | 7 | -12 | 0 | -6 | 17 | -1 | 0 | 0 | -3
COc1ccc(CC(=O)N2CC(=O)N(CCc3ccccc3)C(=O)C2)cc1 | i | -4 | -3 | 1 | 9 | -3 | -5 | 4 | -3 | 8
C/C(CCc1oc2ccc(Cl)cc2c1-c1ccc(C)o1)=N\O | i | 7 | -2 | -1 | 2 | 2 | 6 | -8 | 0 | 9
CCc1ccc(OCC(=O)Nc2ccc(S(=O)(=O)Nc3cc(C)on3)cc2)c(Br)c1 | i | 9 | -4 | 2 | -13 | · | 5 | 3 | -3 | -51
O=C(CN1C(=O)CSc2ccc(S(=O)(=O)N3CCOCC3)cc21)NCCCN1CCOCC1 | i | 10 | -2 | -1 | -4 | -5 | 1 | -4 | -1 | 21
O=C(Nc1cccc([N+](=O)[O-])c1)c1ccc(N2CCCC2=O)cc1 | i | 7 | -2 | 2 | 15 | -2 | 0 | -3 | 0 | -9
O=C1/C(=C/c2cccs2)SC(=S)N1c1ccccc1 | i | -9 | 1 | -1 | -2 | 2 | -2 | -3 | -10 | 6
CCC(CC)NC(=O)c1cccc([N+](=O)[O-])c1C | i | -3 | -4 | 6 | -5 | -2 | 3 | -8 | 0 | 22
Cc1ccc(NC(=O)N2CCN(C(=O)C3CCCO3)CC2)cc1 (centres undefined) | i | -6 | 1 | -4 | 9 | 1 | 2 | -7 | -1 | 20
Cc1cccc(NS(=O)(=O)c2nnc(NC(=O)C3CCCCC3)s2)c1 | i | 13 | 10 | -2 | 4 | 1 | 2 | -3 | 13 | 25
CC(=O)c1c(C)nn(CCC(=O)O)c1C | i | 6 | 6 | -5 | 1 | 9 | -2 | 0 | -2 | 26
Fc1ccc(-c2noc(-c3ccc4c(c3)CCO4)n2)cc1 | i | 15 | -5 | -1 | 7 | 1 | 3 | -4 | -2 | 15
CCCCNC(=S)N(CCCN(C)C)Cc1cc2cc3c(cc2[nH]c1=O)OCO3 | i | -3 | -2 | 12 | 8 | -6 | 4 | · | 1 | 8
CC(=O)Nc1ccn(-c2ccccc2)n1 | i | -6 | 2 | -1 | -5 | 0 | -3 | -5 | 2 | 15
CCCOc1ccc(C(=O)C(c2ccccc2)N2CCOCC2)cc1 (centres undefined) | i | 23 | 9 | -3 | 3 | -9 | 2 | -2 | -2 | -4
CC(=O)Nc1ccc(S(=O)(=O)N2CCN(Cc3ccncc3)CC2)cc1 | i | 4 | -1 | 4 | -5 | 2 | -1 | -3 | 0 | 5
COc1cccc(C(=O)c2cn(CC(=O)NCc3ccco3)c3nc(C)ccc3c2=O)c1 | i | -8 | -7 | 1 | -7 | 9 | -1 | -5 | -6 | 30
Cc1ccc2nc3c(nc2c1C)C(O)=C3O | i | · | -7 | -3 | 25 | 6 | 0 | · | -1 | -3
Cc1cccc(NC(=O)c2cc(Cl)nc3ccccc23)n1 | i | -15 | -7 | 3 | 8 | 8 | 5 | 3 | -33 | -3
O=C(c1cnc(N2CCN(c3ncccn3)CC2)c2ccccc12)N1CCN(c2ccccn2)CC1 | i | -17 | -7 | 3 | · | -2 | 0 | 17 | 0 | 24
CCCCc1nc(SCC(=O)Nc2nnc(C(C)C)s2)n[nH]1 | i | -3 | 1 | 1 | -2 | · | 3 | -10 | -3 | 16
Cc1ccc(S(=O)(=O)N2CCCOC2)cc1 | i | -8 | -4 | 1 | 1 | 1 | 0 | -48 | 1 | 23
CC(C)NC(=O)Cn1nnc(-c2ccc(Cl)cc2)n1 | i | 7 | -8 | 4 | -9 | -3 | -2 | 2 | -1 | 10
COc1ccc(NC(=O)C2=CC(c3ccc(OC)cc3)=NS(=O)(=O)N2C)cc1 | i | -7 | 1 | -4 | 1 | 8 | 3 | -1 | -1 | 37
CN(CC(=O)Nc1cccc(F)c1)C(=O)c1cccnc1Sc1ccccc1Cl | i | 3 | 2 | · | · | -2 | -2 | 3 | 1 | 7
Cc1cccc(C)c1NC(=O)CNc1ncnc2sc(C)c(C)c12 | i | 3 | 2 | -6 | -5 | -1 | 0 | -1 | -1 | 14

The list is partial; count on the stated rates, not on these rows.
